# Screening data deposited in PubChem by Johns Hopkins Ion Channel Center.
# KCNQ1 pot – potentiators or activators of human KCNQ1 potassium channel | P51787 | CHO-K1 KCNQ1, thallium flux FluxOR fluorescence; hits give high values | B-score at 10 µM | actives 0.35% (n = 310,000) | AID 2648;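 active = fluorescence ratio B-score, a plate-corrected score, at least three library SD, with initial intensity B-score within 5 SD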
#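 assay system = KCNQ1-transfected CHO-K1 cells | medium = assay buffer with matched DMSO | probe or stimulus = depolarizing K+/Tl+ stimulus, K2SO4 and Tl2SO4 each 12.5 mM in 5x stock | dosing = single dose | incubation = dye 90 min, compound 20 min, room temperature | detection = kinetic FluxOR fluorescence, 10 s baseline plus 110 s post-stimulus | evaluation = ratio B score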
# KCNQ1 block – inhibitors of human KCNQ1 potassium channel | B-score at 10 µM | AID 2642 | actives 1.3% (n = 310,000) | CHO-K1 KCNQ1, FluxOR thallium flux fluorescence; hits give high values | P51787;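 active = compounds whose thallium flux B-score, printed positive for inhibition, exceeds three library SD while starting fluorescence stays within three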;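 note: channel opened by potassium depolarization with thallium stimulus after 20 min compound exposure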
# KCNK9 inh – human KCNK9 channel inhibition; actives 1.2% (n = 310,000); HEK293 KCNK9, FluxOR thallium flux fluorescence; hits give low values; AID 488922; B-score at 10 µM; Q9NPC2;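 active = ratio B-score over 3 SD below the library mean, with starting fluorescence within 5 SD of its mean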;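 note: negative B-score means less thallium flux so channel inhibition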
# Target sequence (Q9NPC2 whole entry, looked up): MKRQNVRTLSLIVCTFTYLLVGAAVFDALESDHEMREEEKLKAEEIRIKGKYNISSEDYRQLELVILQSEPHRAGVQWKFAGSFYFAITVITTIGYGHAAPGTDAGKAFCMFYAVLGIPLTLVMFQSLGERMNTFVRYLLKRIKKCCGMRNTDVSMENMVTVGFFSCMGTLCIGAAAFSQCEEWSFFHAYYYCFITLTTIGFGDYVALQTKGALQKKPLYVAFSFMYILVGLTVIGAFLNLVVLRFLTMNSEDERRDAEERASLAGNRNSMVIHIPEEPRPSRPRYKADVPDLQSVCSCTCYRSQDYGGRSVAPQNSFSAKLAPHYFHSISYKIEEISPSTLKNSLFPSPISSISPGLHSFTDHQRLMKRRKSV
# ANO1 activ – mouse TMEM16A channel activation, primary screen | AID 623877 | HEK293 TMEM16A/YFP-H148Q/I152L, iodide quench fluorescence; hits give low values | Q8BHY3 | B-score at 10 µM | actives 0.3% (n = 340,000);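 active = fluorescence-ratio B-score plate-corrected deviation score at least 3 library SD below zero, with starting fluorescence score within 5 deviations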;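 note: channel opened by trigger with iodide after compound preincubation; score built on the fluorescence ratio of max minus min over baseline; more negative score means more quench and so TMEM16A activation or potentiation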
# TMEM16A inh – mouse TMEM16A channel inhibition, primary screen. normalized B-score (activity score, 25-100; higher = stronger inhibition) at 10 µM. HEK293 TMEM16A/YFP iodide influx fluorescence, ionomycin. actives 1.2% (n = 310,000). Q8BHY3;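 active = ratio plate-corrected score three or more library SD toward inhibition, starting fluorescence score within five deviations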;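 note: score derived from kinetic fluorescence span divided by baseline fluorescence per well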
# hERG protect – compounds protecting human hERG from proarrhythmic drug block; Q12809; CHO-hERG, FluxOR thallium flux, dofetilide IC70 present; activation (rescue from dofetilide block), less the hit threshold, % at 10 µM; actives 0.51% (n = 310,000); AID 1511;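 active = activation above the mean of controls blocked by dofetilide plus 5 SD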;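 note: thallium influx through hERG after potassium depolarization seen as dye fluorescence rise; in these data hits start at about 4.7%; inactives centre near -7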
# MrgX1 PAM – human MrgX1 positive allosteric modulation, primary screen. B-score at 10 µM. Q96LB2. AID 588675. actives 0.63% (n = 310,000). MrgX1-HEK293, Fluo-4 calcium flux, FDSS; hits give high values;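 active = plate-corrected calcium response at least 3 library SD above typical, normal starting fluorescence, not activating the receptor alone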;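 note: compound read alongside a low EC10 to EC30 dose of BAM8-22 agonist; peak minus trough fluorescence over baseline measured at the second addition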
# RGS4 pot – potentiators or activators of RGS4; actives 0.92% (n = 310,000); B-score at 10 µM; HEK293 M3R/inducible RGS4, carbachol calcium flux Fluo4; hits give low values;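 active = B-score of the integrated calcium signal more than 4 SD below the library mean, with starting fluorescence not abnormally high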;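 note: negative B-score means reduced calcium response which marks RGS4 activation or potentiation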
#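 Test system: HEK293 cells with stable M3R and inducible RGS4; also added: carbachol at ECmax as muscarinic agonist stimulus; schedule: dye loading 30 min 37 °C, buffer rest 30 min RT; technique: kinetic calcium fluorescence imaging with Fluo4-AM dye, 2 µM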
# MrgX1 agonist – human MrgX1 receptor agonism, primary screen; Q96LB2; MrgX1-HEK293 cells, Fluo-4 calcium fluorescence, agonist mode; hits give high values; B-score at 10 µM; actives 0.44% (n = 310,000); AID 588627;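 active = calcium response B-score plate-corrected fluorescence ratio at least 3 library SD, with starting fluorescence B-score inside 5 SD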
#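 Material: MrgX1-expressing HEK293 cells; input: 15,000 cells per well; doses: test compound given as first of three sequential additions; schedule: overnight plating before 1 h dye loading; technique: Fluo-4 NW calcium-flux fluorescence, kinetic read; evaluation: baseline-normalised fluorescence change ratio, B-scored; control set: plate-wise positive and negative controls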
# KCNK3 block – human KCNK3 channel inhibition, primary screen. O14649. CHO-KCNK3 thallium flux, FluxOR fluorescence; hits give low values. B-score at 10 µM. actives 0.84% (n = 340,000). AID 602410;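 active = B-score under library mean minus 4 SD, starting fluorescence ratio at most library mean plus 5 SD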;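 note: more negative B-score means stronger inhibition of thallium flux through KCNK3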
# Target sequence (O14649 whole entry, looked up): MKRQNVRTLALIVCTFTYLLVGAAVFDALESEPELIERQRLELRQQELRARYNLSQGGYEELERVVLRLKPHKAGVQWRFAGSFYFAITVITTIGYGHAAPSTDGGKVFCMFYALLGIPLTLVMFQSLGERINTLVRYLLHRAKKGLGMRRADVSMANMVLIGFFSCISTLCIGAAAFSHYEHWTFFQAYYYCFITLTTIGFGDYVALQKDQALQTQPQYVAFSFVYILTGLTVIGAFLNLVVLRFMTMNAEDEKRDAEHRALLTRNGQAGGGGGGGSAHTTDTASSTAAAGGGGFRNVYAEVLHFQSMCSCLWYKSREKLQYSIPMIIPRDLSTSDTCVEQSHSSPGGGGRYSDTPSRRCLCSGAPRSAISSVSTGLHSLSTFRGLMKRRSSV
# RGS4 inh – inhibitors of human RGS4 | P49798 | HEK293 M3R/RGS4 inducible, Fluo-4 calcium flux; hits give high values; triggered by carbachol at its EC20 | B-score at 10 µM | actives 0.45% (n = 310,000);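 active = B-score, a plate-corrected calcium signal, over three deviations above library mean, with baseline fluorescence within five deviations of library mean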;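 note: RGS4 expression induced by doxycycline in cells with stable M3 receptor; B-score is computed from the integrated fluorescence ratio over baseline after carbachol; higher B-score means a larger calcium signal and so more RGS4 inhibition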
# Target sequence (P49798 whole entry, looked up): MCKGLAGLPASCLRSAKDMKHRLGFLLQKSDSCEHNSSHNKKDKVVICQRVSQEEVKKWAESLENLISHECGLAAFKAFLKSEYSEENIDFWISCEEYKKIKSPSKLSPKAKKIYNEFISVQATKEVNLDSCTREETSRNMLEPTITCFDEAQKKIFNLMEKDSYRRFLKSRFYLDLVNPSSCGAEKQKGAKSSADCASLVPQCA
# The depositor's hits bear a star; i = inactive; / = no result given.
compound	KCNQ1 pot	KCNQ1 block	KCNK9 inh	ANO1 activ	TMEM16A inh	hERG protect	MrgX1 PAM	RGS4 pot	MrgX1 agonist	KCNK3 block	RGS4 inh
Cc1cc(Br)cc(C)c1OCC(=O)NNC(=O)CCC(=O)NCc1ccccc1	i	i	i	i	i	-14	i	i	i	i	i
CC(=O)NC(CC(=O)NNC(=O)C(C)Oc1ccccc1F)c1ccccc1 (configuration not stated)	i	i	i	i	i	-15	i	i	i	i	i
Cc1cccc(C)c1NC(=O)COC(=O)c1ccc([N+](=O)[O-])o1	i	i	i	i	i	-11	i	i	i	i	i
O=C(Nc1ccccc1)c1ccc(NC(=O)C2CC2)cc1	i	i	i	i	i	-5	i	i	i	i	i
O=S(=O)(c1ccc(F)cc1)N1CCN(C(=S)NCc2ccccc2)CC1	i	i	i	i	i	3	i	i	i	i	i
O=C(NNC(=O)c1ccncc1)Nc1ccccc1	i	i	i	i	i	-6	i	i	i	i	i
Cc1cc(N2CCCC2=O)ccc1S(=O)(=O)Nc1c(C)nn(C)c1C	i	i	i	i	i	-9	i	i	i	i	i
Cc1sc2nc(C3CC3)nc(SCC(=O)N3CCc4ccccc4C3)c2c1C	i	i	i	i	i	-16	i	i	i	i	i
COc1ccc(/C(N)=N/OC(=O)COc2ccccc2Cl)cc1	i	i	i	i	i	-8	i	i	i	i	i
Cc1cccc(NC(=O)N2CCCC2C(=O)NCc2ccccc2)c1 (configuration not stated)	i	i	i	i	i	-10	i	i	i	i	i
COc1ccc(C2=NN(C(=S)Nc3ccccc3)C(c3ccccc3)C2)cc1 (configuration not stated)	i	i	i	i	i	-5	i	i	i	i	i
CSc1ccc(CCNC(=O)CS(=O)(=O)Cc2nc(-c3ccccc3F)oc2C)cc1	i	i	i	i	i	-5	i	i	i	i	i
O=C(CCSc1nnc(-c2ccc(O)cc2)o1)N1CCOCC1	i	i	i	i	i	-2	i	i	i	i	i
O=C(Nc1nnc(SCc2ccccn2)s1)C1CC(=O)N(c2ccc(F)cc2)C1 (configuration not stated)	i	i	i	i	i	-10	i	i	i	i	i
O=S(=O)(Nc1cccc(-c2ccc3nncn3n2)c1)c1cccs1	i	i	i	i	i	-14	i	i	i	i	i
Cc1onc(-c2ccccc2Cl)c1C(=O)Nc1nc2c(s1)CCCC2	i	i	i	i	i	-2	i	i	i	i	i
CCN1C(=NCCOC)N[C@@H](c2cccs2)C(C(=O)OC)=C1C	i	i	i	i	i	-12	i	i	i	i	i
CN(Cc1c(F)cccc1Cl)c1ccc(S(=O)(=O)N2CCOCC2)cn1	i	i	i	i	i	-14	i	i	i	i	i
COc1cc(NC(=O)CCN2CCOCC2)cc(OC)c1	i	i	i	i	i	-4	i	i	i	i	i
CCSc1ncc(Cl)c(C(=O)Nc2ccccc2F)n1	i	i	i	i	i	-6	i	i	i	i	i
CCCCc1nc2cc(C(=O)N3CCCCC3CCO)ccc2o1 (configuration not stated)	i	i	i	i	i	-9	i	i	i	i	i
C=CCNC(=S)Nc1cc(C)ccn1	i	i	i	i	i	-4	i	i	i	i	i
COn1c(SCC(N)=O)nc2ccccc2c1=O	i	i	i	i	i	-5	i	i	i	i	i
Cc1nn2c(=O)cc(COC(=O)c3ccc(S(=O)(=O)N4CCCCC4)cc3)nc2s1	i	i	i	i	i	-7	i	i	i	i	i
O=S(=O)(CCc1ccccc1)N1CCOCC1	i	i	i	i	i	-9	i	i	i	i	i
CC(C)C(NS(=O)(=O)c1ccccc1F)C(=O)N1CCc2ccccc2C1 (configuration not stated)	i	i	i	i	i	-3	i	i	i	i	i
CC(=O)NC(NC(=S)Nc1ccc(S(N)(=O)=O)cc1)C(Cl)(Cl)Cl (configuration not stated)	i	i	i	i	i	-13	i	i	i	i	i
COc1ccc(CNC(=O)COC(=O)c2cc(-c3cccs3)nc3ccccc23)cc1OC	i	i	i	i	i	-12	i	i	i	i	i
CCCN(c1ccc(C)cc1)c1nc(=O)c2cccnc2s1	i	i	i	i	i	-1	i	i	i	i	i
COC(=O)c1csc(S(=O)(=O)N2CCCCC2)c1OC	i	i	i	i	i	-15	i	i	i	i	i
COc1ccc(CCNC(=O)COC(=O)C2CC2)cc1	i	i	i	i	i	-13	i	i	i	i	i
COc1ccc(NC(=S)NC(=O)/C=C/c2ccc(F)cc2)cc1	i	i	i	i	i	-2	i	i	i	i	i
O=C(CCn1c(=O)[nH]c2ccccc2c1=O)N1CCN(c2cccc(C(F)(F)F)c2)CC1	i	i	i	i	i	-5	i	i	i	i	i
COc1ccc(C2/C=C\CN(C(=O)C3CC3)[C@H](Cc3ccccc3)C(=O)N2Cc2ccc(F)cc2)cc1 (some centres not stated)	i	i	i	i	i	-9	i	i	i	i	i
CC(=O)Nc1cc(NC(C)=O)cc(C(=O)OC(C)C(=O)Nc2ccc(S(=O)(=O)N3CCCC3)cc2)c1 (configuration not stated)	i	i	i	i	i	-15	i	i	i	i	i
COc1cc(N)c(C(O)c2nccc3cc(OC)c(OC)cc23)cc1OC (configuration not stated)	i	i	i	i	i	-3	i	i	i	i	i
C/C(CC(=O)Nc1cccc(Cl)c1Cl)=N\NC(=O)C(=O)NC1CCCCC1	i	i	i	i	i	-4	i	i	i	i	i
CN(C)S(=O)(=O)c1ccc(NC(=O)CN2CCOCC2)cc1	i	i	i	i	i	-5	i	i	i	i	i
CC1(C)OC(=O)N(c2ccccn2)C1(C)O (configuration not stated)	i	i	i	i	i	-6	i	i	i	i	i
Cc1ccc(OCCCn2ccnc2)c([N+](=O)[O-])c1	i	i	i	i	i	-8	i	i	i	i	i
Cc1cccc(NC(=O)c2sc(NC(=O)c3ccco3)c(C#N)c2C)c1C	i	i	i	i	i	3	i	i	i	i	i
Cc1[nH]c2ccccc2c1C(=O)CSC(=S)N(C)C	i	i	i	i	i	-8	i	i	i	i	i
CC(=O)c1nc(N2C(=O)CC(Cc3cccc(C)c3)C2=O)sc1C (configuration not stated)	i	i	i	i	i	-2	i	i	i	i	i
Cc1ccc(-n2ncc3c(NNC(=O)c4ccco4)ncnc32)c(C)c1	i	i	i	i	i	-22	i	i	i	i	i
O=C1CSC(=Nc2ccc(O)cc2)N1c1ccc(O)cc1	i	i	i	i	i	-6	i	i	i	i	i
O=S(=O)(NCC(c1ccccc1)N1CCNCC1)c1ccc(Cl)cc1 (configuration not stated)	i	i	i	i	i	-14	i	i	i	i	i
Cc1ccc(Sc2c(C)nn(C(=O)CNS(=O)(=O)c3ccc(F)cc3)c2C)cc1	i	i	i	i	i	-8	i	i	i	i	i
COc1ccc(F)cc1S(=O)(=O)N1CCC2(CC1)OCCN2S(=O)(=O)c1cccs1	i	i	i	i	i	-10	i	i	i	i	i
Cc1cc(C)n(-c2nc3ccccc3c(=O)n2OCc2ccc(F)cc2)n1	i	i	i	i	i	-10	i	i	i	i	i
CC(C)NC(=S)NNC(=O)C12CC3CC(CC(C3)C1)C2	i	i	i	i	i	-8	i	i	i	i	i
CCOc1cc(C(=O)OCc2ccc(C(=O)OC)o2)cc(Br)c1OC	i	i	i	/	i	-13	i	i	i	/	i
O=C(c1cc2ncccn2n1)N1CCc2c([nH]c3ccccc23)C1c1ccccc1F (configuration not stated)	i	i	i	i	i	-6	i	i	i	i	i
C=CCn1c(-c2ccc3[nH]c(C)c(C)c3c2)n[nH]c1=S	i	i	i	i	i	-5	i	i	i	i	i
CCC/C(=N\NC(=O)CNC(=O)c1ccc(Cl)cc1)c1ccccc1	i	i	i	i	i	-8	i	i	i	i	i
OCCN1CCN(C(=S)c2ccc(Br)cc2)CC1	i	i	i	i	i	-3	i	i	i	i	i
COc1ccccc1-c1nc(-c2ccccc2)[nH]c(=O)c1C#N	i	i	i	i	i	-11	i	i	i	i	i
CN(C)C(=O)c1ccc(NC(=O)c2ccc(-c3ccc(Cl)cc3)o2)cc1	i	i	i	i	i	-7	i	i	i	i	i
COc1cccc(Nc2nc(-c3ccc4c(c3)OCCO4)cs2)c1	i	i	i	i	i	-8	i	i	i	i	i
Cc1ccnc(NC(=O)c2cc(-n3cnnc3)ccc2Cl)c1	i	i	i	i	i	-7	i	i	i	i	i
CN1CCN(S(=O)(=O)c2ccc(Nc3ccc(F)cc3)nc2)CC1	i	i	i	i	i	-8	i	i	i	i	i

# Additional results follow:
compound	KCNQ1 pot	KCNQ1 block	KCNK9 inh	ANO1 activ	TMEM16A inh	hERG protect	MrgX1 PAM	RGS4 pot	MrgX1 agonist	KCNK3 block	RGS4 inh
N/C(=N\OC(=O)c1ccc([N+](=O)[O-])cc1)c1cccnc1	i	i	i	i	i	-6	i	i	i	i	i
CCCCN(CC)S(=O)(=O)c1ccc(C(=O)Nc2nnc(COC)o2)cc1	i	i	i	i	i	-4	i	i	i	i	i
COc1ccccc1CC(=O)Nc1c[nH]c(=O)[nH]c1=O	i	i	i	i	i	-7	i	i	i	i	i
CCOC(=O)N1CCN(c2cc(=O)n(-c3ccc(OC)cc3)c(=O)[nH]2)CC1	/	/	/	i	i	/	i	/	i	i	/
O=C(CSc1nnc(CNC(=O)c2ccccc2)o1)NCc1ccc(F)cc1	i	i	i	i	i	-7	i	i	i	i	i
N#Cc1ccccc1NC(=O)COC(=O)c1ccc(F)cc1F	i	i	i	i	i	-13	i	i	i	i	i
CCOc1ccccc1Oc1coc2cc(OC)ccc2c1=O	i	i	i	i	i	-4	i	i	i	i	i
Cc1nc2ccsc2c(=O)n1-c1ccc(Cl)cc1	i	i	i	i	i	-3	i	i	i	i	i
Cc1cccc(OCCC(=O)NCC(=O)Nc2cccc(C)c2C)c1	i	i	i	i	i	-7	i	i	i	i	i
CCOc1ccc(N2C(=O)CC(SC(=NC)Nc3ccc4c(c3)OCO4)C2=O)cc1 (configuration not stated)	i	i	i	i	i	-4	i	i	i	i	i
